# phage Ecoli inh: growth loss of phage-infected E. coli, primary screen, RecBCD inhibitor project, absorbance, with phage, HTS. inhibition, % at 11.9 µM. AID 651602, 2012. hit rate 0.26% among 360,000; in the data active means inhibition above about 11%
# E coli growth: E. coli V3065 growth inhibition, primary screen, counter-screen for AddAB inhibitor project, absorbance, OD600 | inhibition, % at 11.9 µM | 18 h | hit rate 0.27% among 330,000;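 active means inhibition above the campaign's mean inhibition across all tested compounds plus 3 SD, cut at about 9.9% in these data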;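 further: uninfected addAB+ strain grown without phage in ampicillin broth; 0% = DMSO wells and 100% = ciprofloxacin 0.95 µg/ml wells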
# PKA-R1A activ: activators of PKA-R1A holoenzyme, primary screen, biochemical, fluorescence polarization, Cy5-IP20, bovine R1A, mouse PKAc. AID 504707, 2011. cAMP-dependent protein kinase type I-alpha regulatory subunit (Bos taurus) + …. PKA-R1A dissociation; scaled: DMSO 0%, 113 µM cGMP 100%. hit rate 0.083% among 340,000. activation, % at 11.4 µM;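 active means percent activation above the mean of all tested compounds plus 3 SD, cut at about 19% in these data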;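 further: higher means more PKAc released from R1A so a rise in polarization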
# PKA-R2B activ: activators of PKA-R2B holoenzyme, primary screen, biochemical, fluorescence polarization, Cy5-IP20, human. PKA-R2B holoenzyme dissociation; R2B truncated from residue 108, S112A mutant; 0% DMSO only, 100% 113 µM cGMP. activation, % at 11.4 µM. hit rate 0.079% among 340,000. AID 504700, 2011;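 active means activation above a cutoff set at the mean over all compounds plus 3 SD, cut at about 18% in these data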;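 further: higher means more holoenzyme dissociation and a rise in polarization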
# Tat export inh: E. coli Tat export inhibitors, primary screen, MC4100, TorA-mCherry reporter, fluorescence, single point; inhibition, % at 10 µM; AID 488895, 2010; hit rate 0.036% among 340,000;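 active means mean replicate inhibition at least 50% and at least half of replicates individually reaching 50%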;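 further: exported cargo escapes ClpAP degradation while cytoplasmic cargo is degraded and loses fluorescence; 0% = median of neutral control wells and 100% = median of NaSCN control wells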
# CDK5 p35 inh: inhibitors of human CDK5/p35 kinase, primary screen, biochemical, single concentration | Cyclin-dependent kinase 5 (Homo sapiens) + Cyclin-dependent kinase 5 activator 1 (Homo … | hit rate 0.01% among 330,000 | Recombinant CDK5/p35, ADP-Glo luminescence, 60 min | AID 488839, 2010 | inhibition, % at 10 µM;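 active means highest replicate inhibition of at least 50% and at least 75% of replicates reaching 50%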;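 further: plate controls were DMSO neutral control for no effect and GW8510 at 10 µM for full effect; many of its hits are not listed in these tables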
# Target sequence (Q00535 whole entry, looked up): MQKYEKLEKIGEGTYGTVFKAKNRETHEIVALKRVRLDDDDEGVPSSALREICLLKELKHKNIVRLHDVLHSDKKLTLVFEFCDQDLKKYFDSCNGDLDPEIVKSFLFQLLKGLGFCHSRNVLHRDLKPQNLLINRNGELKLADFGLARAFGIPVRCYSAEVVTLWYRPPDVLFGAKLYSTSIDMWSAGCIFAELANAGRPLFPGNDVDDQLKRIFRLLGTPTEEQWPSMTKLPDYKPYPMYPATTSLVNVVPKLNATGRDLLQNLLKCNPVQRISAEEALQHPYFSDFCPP
# Target sequence (Q15078 whole entry, looked up): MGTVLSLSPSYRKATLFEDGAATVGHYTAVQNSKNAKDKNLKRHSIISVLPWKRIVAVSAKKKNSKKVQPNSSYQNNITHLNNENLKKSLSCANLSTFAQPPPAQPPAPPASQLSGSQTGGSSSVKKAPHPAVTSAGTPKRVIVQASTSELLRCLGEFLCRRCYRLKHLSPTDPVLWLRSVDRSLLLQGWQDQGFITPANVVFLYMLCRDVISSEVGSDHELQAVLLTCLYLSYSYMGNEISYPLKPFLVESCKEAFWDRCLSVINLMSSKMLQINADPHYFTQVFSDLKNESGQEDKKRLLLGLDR
# AddAB inh: growth inhibition of E. coli expressing H. pylori AddAB, primary screen, AddAB inhibitor project, absorbance; inhibition, % at 11.9 µM; hit rate 0.29% among 330,000; in the data active means inhibition above about 12%;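 further: 0% = vehicle wells of infected cells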
# DAGLB inh: DAGLB lipase inhibitors, primary screen, biochemical, fluorescence, HTS; HEK293T DAGLB membrane lysate, EnzChek fluorogenic substrate; AID 504411, 2011; hit rate 0.059% among 340,000; inhibition, % at 5.17 µM; Diacylglycerol lipase-beta (Homo sapiens), Q8NCG7; in the data active means inhibition above about 34%;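 further: 0% = enzyme with vehicle and 100% = wells lacking enzyme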
# HTR5A ag: HTR5A agonists in luminescence cell assay, primary screen, counter-screen for OPRM1-OPRD1 heterodimer agonist project, full-deck HTS. activation, % at 9.3 µM. 5-hydroxytryptamine receptor 5A (Homo sapiens), P47898. hit rate 0.61% among 340,000. AID 504692, 2011. cell-based; in the data active means activation mostly above about 9.5%, no sharp cut-off; inactive means mostly below about 7.6%;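 further: 0% = cells with vehicle only and 100% = reference agonist; strong numbers were not always called active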
# Target sequence (P47898 whole entry, looked up): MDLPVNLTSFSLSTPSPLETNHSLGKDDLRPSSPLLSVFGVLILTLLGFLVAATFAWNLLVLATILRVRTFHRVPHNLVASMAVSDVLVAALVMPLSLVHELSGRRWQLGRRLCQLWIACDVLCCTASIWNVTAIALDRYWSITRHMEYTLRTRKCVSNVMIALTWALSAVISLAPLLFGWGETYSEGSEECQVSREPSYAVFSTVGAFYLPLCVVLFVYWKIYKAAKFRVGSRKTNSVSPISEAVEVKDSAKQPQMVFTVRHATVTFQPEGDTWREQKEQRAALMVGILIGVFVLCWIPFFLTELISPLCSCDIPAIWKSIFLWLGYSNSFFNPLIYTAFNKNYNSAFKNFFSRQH
# SUMO Mot1 rescue: yeast Mot1-301 growth rescue at high temperature, primary screen, SUMOylation pathway inhibitor project, S. cerevisiae, ATP luminescence, 38.5C. S. cerevisiae Mot1-301 growth rescue; percent above DMSO median, 100 means doubled. growth rescue, % at 18.8 µM. hit rate 1% among 320,000. AID 2716, 2010;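 active means every valid replicate shows activation above 250% relative to neutral control wells; inactive means the rest, any valid replicate at or below 250%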;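 further: OY570 slx delta 5 strain wells were the positive control but not used for scaling; some compounds called inactive have numbers as strong as hits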
# HTR5A inv ctr: HTR5A inverse agonists in luminescence cell assay, primary screen, counter-screen for OPRM1-OPRD1 heterodimer inverse agonist project, full-deck HTS; 5-hydroxytryptamine receptor 5A (Homo sapiens), P47898; HTR5A cell line, inverse agonism; inhibition, % at 9.3 µM; hit rate 0.083% among 340,000; in the data active means inhibition mostly above about 23%, no sharp cut-off; inactive means mostly below about 18%;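 further: 0% = cells with DMSO and 100% = no-cell wells with DMSO; some compounds called inactive have numbers as strong as hits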
# The depositor's hits bear a star; . = no result given.
SMILES,phage Ecoli inh,E coli growth,PKA-R1A activ,PKA-R2B activ,Tat export inh,CDK5 p35 inh,AddAB inh,DAGLB inh,HTR5A ag,SUMO Mot1 rescue,HTR5A inv ctr
COC(=O)c1nc2nc(-c3cccs3)cc(C(F)(F)F)n2n1,4.1,0.0,0,-3,-4,-0.7,-0.5,0,11*,110,-30
CCN(CC)C(=O)C(=O)Nc1ccc(Oc2ccccc2)cc1,3.6,-1.1,-3,8,-1,-2.8,2.9,1,1,3,35
COc1ccc(CNC(=O)c2cc(S(=O)(=O)N3CCOCC3)cn2C)cc1,1.9,1.1,-1,-10,0,-1.5,-1.5,-3,1,-3,25
COc1ccc(Cl)cc1NC(=O)CSc1nnc(COc2ccccc2)n1N,4.3,-3.0,-4,-3,-2,-1.1,-1.0,-4,0,23,-10
Cc1ccc(N2C(=O)C3CC(c4ccccc4)=C4C5C=CC(C6C(=O)N(c7ccc(C)cc7C)C(=O)C56)C4C3C2=O)c(C)c1 (stereo unspecified),.,-2.0,0,12,-2,-0.7,1.4,-1,-4,8,-5
c1ccc(-c2csc(N3CCN(c4ccccn4)CC3)n2)cc1,5.1,0.9,0,-14,3,0.2,-0.2,-14,1,699*,0
CN(CC(=O)Nc1ccc(F)cc1)CC(=O)N1CCCC1,0.9,0.0,0,-1,0,1.6,0.6,-2,2,19,16
CC(C)(C)C1CCC(OC(=O)CN2CCOCC2)CC1 (stereo unspecified),2.5,-1.0,-3,-7,24,-4.3,0.4,1,0,16,-24
O=C(CCC1CCCN(C(=O)c2ccc3c(c2)OCO3)C1)N1CCN(c2ccccn2)CC1 (stereo unspecified),5.0,-1.1,1,1,-2,0.1,-1.0,1,4,15,25
CCCc1nc(S(=O)(=O)Cc2ccc(Cl)cc2Cl)n[nH]1,3.4,-0.2,-1,4,-6,1.6,0.5,1,0,-7,-20
COc1cc(-c2nn3c(C4CCCCC4)nnc3s2)cc(OC)c1OC,-2.1,-1.1,0,-4,3,-0.3,-0.2,-1,7,.,-10
CC(C)CCn1nnnc1C(c1ccc(N(C)C)cc1)N1CCN(C(=O)c2ccco2)CC1 (stereo unspecified),1.3,-2.9,1,-8,11,0.2,0.2,2,-3,6,-6
CC1CCN(CC(O)COc2ccc(-c3ccccc3)cc2)CC1 (stereo unspecified),2.4,1.2,-8,-1,12,1.3,-0.8,0,1,28,-5
Cc1nn(C(=O)CCC(=O)NCc2ccc(OC(C)C)cc2)c2ccccc12,1.4,0.0,-8,5,4,1.2,4.0,-5,2,.,7
CCOCCCNC(=O)CSc1nc2nc(C)c(Cc3ccccc3)c(C)n2n1,2.4,1.0,5,10,-6,-0.4,3.9,2,5,57,-14
COC(=O)c1cc(COc2ccc3ccc(=O)oc3c2)c(C)o1,2.5,-1.8,12,-11,-6,3.2,1.3,-2,-4,20,-6
CN(C)CCN1C(=O)C(=O)/C(=C(/O)c2ccc(S(=O)(=O)N3CCOCC3)cc2)C1c1ccc(Br)cc1 (stereo unspecified),-0.6,0.2,-3,-4,-3,-1.3,-1.8,0,-4,354,-9
COc1ccc(CC(NC(C)=O)C(=O)NC2CCN(C(=O)C3CC3)CC2)cc1OC (stereo unspecified),1.9,1.9,-2,-9,6,-0.6,-0.6,-1,0,22,-5
CCOC(=O)N1CCN(C(=O)c2ccc3c(=O)n(-c4ccc(OC)cc4OC)c(=S)[nH]c3c2)CC1,0.8,-2.2,-5,-1,-2,1.4,1.0,-3,0,-2,16
O=C(Cn1cc(C(=O)c2ccco2)c2ccccc21)Nc1ccccc1,9.6,16*,-12,3,-7,-1.4,17*,-13,-4,532,12
Cc1nnc2ccc(N3CCN(c4ccccn4)CC3)nn12,2.1,-2.2,12,-7,10,-2.8,0.8,-3,3,-4,-9
C/C=C(/C)C(=O)O[C@@H]([C@H](O)c1cc2ccc(=O)oc2cc1OC)C(C)(C)O[C@@H]1O[C@H](CO)[C@@H](O)[C@H](O)[C@H]1O,2.2,-1.0,-1,-5,2,-0.4,3.4,1,11,-22,-31
Cc1oc(/N=C/c2ccc(O)cc2O)c(C#N)c1C,3.0,2.1,3,9,1,1.3,5.0,1,-5,-3,-3
O=[N+]([O-])c1ccc(Cl)c(CN2CCCCCC2)c1,3.2,0.0,-9,7,-4,2.6,3.0,-1,1,2,-2
CCN(c1cc(C)cc(C)c1)S(=O)(=O)c1nnc(NC(=O)c2ccco2)s1,-0.3,2.2,0,1,-5,1.0,1.1,11,0,-12,1
COc1ccc(N/C=C\C(=O)c2ccc3c(c2)OCO3)cc1OC,2.7,0.2,-13,3,0,-4.6,3.5,0,0,13,-1
Cc1ccc(NS(=O)(=O)c2c(C)nc3sccn3c2=O)cc1,0.5,0.5,-22,4,0,1.4,0.2,3,5,-25,-14
Clc1ccc(C=Cc2ccccn2)c(Cl)c1,1.1,.,6,-6,0,0.2,.,-7,-5,.,18
CC(C)NC(=O)NNC(=O)c1cc(COc2cc(Cl)cc(Cl)c2)on1,-0.6,3.6,4,4,-3,1.2,1.6,2,2,-6,-7
Cc1ccc(NC(=O)CCS(=O)(=O)c2cccc3nonc23)cc1Cl,1.2,-1.3,-9,-3,11,2.1,1.5,-1,-6,1,-11
O=C(O)C1CCCCC1C(=O)NCc1ccc2c(c1)OCO2 (stereo unspecified),2.9,-2.5,.,.,-5,-2.1,1.3,.,.,6,.
COc1ccc(/C=N/N=C2/NC(=O)C(CC(=O)O)S2)cc1OCc1ccc(Cl)cc1Cl (stereo unspecified),2.0,0.3,-1,-8,4,0.0,1.6,7,4,-6,-13
Cc1ccc(C(=O)C2CCN(CC(=O)Nc3ccc4c(c3)OCCO4)CC2)cc1,3.4,-0.2,-6,9,-2,0.6,1.2,-2,1,-3,13
CCCCc1nnc(SCC(=O)Nc2nccs2)n1CC,-0.4,-1.8,-3,-10,-7,-0.9,0.7,1,1,2,-4
Cc1nc2ccccc2n1Cc1ccccc1Br,3.5,3.5,-5,7,0,-0.8,1.3,-1,6,-21,-21
CCOC(=O)/C(C#N)=C(C)/C=C1\Sc2ccccc2N1CC,3.9,2.3,-7,-19,-5,0.9,0.8,-4,3,5,-13
CNC(=O)COC(=O)CCC(=O)c1cccs1,2.7,3.4,1,-3,-9,0.3,-0.8,-1,6,-8,-32
COc1ccc([C@H]2/C=C\CN(C(=O)CC(C)(C)C)[C@@H](C)C(=O)N2Cc2ccc(F)cc2)cc1,4.5,0.3,-4,3,1,-1.0,2.0,-10,3,1,-13
N[C@@]12CCc3nonc3[C@]1(O)CC(c1ccccc1)=[N+]2[O-],3.3,-0.5,2,6,4,0.6,1.9,-5,-1,-4,2
COc1ccc(CNC(=O)C(OC(=O)c2ccco2)c2ccc(OC)cc2)cc1 (stereo unspecified),2.2,0.7,3,0,-4,1.4,4.1,0,-1,46,2
CCOC(=O)N1CCN(S(=O)(=O)c2cc([N+](=O)[O-])ccc2C)CC1,1.6,-1.4,9,6,4,-0.4,-0.2,0,0,192,-21
CNC(=O)C1CCCN1S(=O)(=O)c1ccc(OC)cc1 (stereo unspecified),-0.2,1.1,-10,3,4,1.2,0.0,-4,4,-11,-10
Clc1c(-c2nnc3n2CCC3)sc2ccccc12,3.0,1.2,-1,2,4,2.0,3.1,4,5,7,-4
CC(Sc1nnc(-c2ccco2)n1C)C(=O)N(C)C1CCCCC1 (stereo unspecified),0.9,1.7,-11,-5,-12,-0.4,1.7,2,-1,-6,0
COc1ccc(CNC(C)(C)C)cc1Cl,4.2,2.7,-4,0,-5,-1.8,1.2,-2,0,-5,-3
CCCCOC(=O)Nc1ccccc1C(=O)OC,2.1,-2.4,-4,-8,3,-1.1,3.3,-4,3,-13,-10
COc1ccc(C(=O)OCC(=O)NC2CCCC2)cc1OC,3.6,-2.7,0,7,2,-0.4,-1.2,0,-1,-11,3
Cc1c(Cl)cccc1N1C(=O)C(N2C(=O)c3cccc([N+](=O)[O-])c3C2=O)C1c1cccs1 (stereo unspecified),.,-0.7,0,11,-3,-1.1,-1.3,4,-4,114,22

# Pulled by compound from the entries so far:
SMILES,phage Ecoli inh,E coli growth,PKA-R1A activ,PKA-R2B activ,Tat export inh,CDK5 p35 inh,AddAB inh,DAGLB inh,HTR5A ag,SUMO Mot1 rescue,HTR5A inv ctr
CN(CC(=O)Nc1ccc(F)cc1)CC(=O)N1CCCC1,0.9,0.0,0,-1,0,1.6,0.6,-2,2,19,16
COC(=O)c1cc(COc2ccc3ccc(=O)oc3c2)c(C)o1,2.5,-1.8,12,-11,-6,3.2,1.3,-2,-4,20,-6
COc1ccc(C(=O)OCC(=O)NC2CCCC2)cc1OC,3.6,-2.7,0,7,2,-0.4,-1.2,0,-1,-11,3
CCCCOC(=O)Nc1ccccc1C(=O)OC,2.1,-2.4,-4,-8,3,-1.1,3.3,-4,3,-13,-10

# (next part)
SMILES,phage Ecoli inh,E coli growth,PKA-R1A activ,PKA-R2B activ,Tat export inh,CDK5 p35 inh,AddAB inh,DAGLB inh,HTR5A ag,SUMO Mot1 rescue,HTR5A inv ctr
COc1ccc2c(c1)C(NC(C)=O)C(=O)N2CCc1ccccc1 (stereo unspecified),3.4,-2.5,-5,1,1,0.1,2.3,-2,-4,408,11
COC(=O)c1c(NC(=S)Nc2ccc(CC(=O)O)cc2)sc(C)c1C,-0.4,-3.4,11,2,11,0.1,-2.1,1,0,-10,-21
C1CN(c2nc3nonc3nc2N2CCSCC2)CCO1,4.1,-0.5,0,8,3,0.4,1.1,0,1,8,-2
COc1ccc(CN(C)CCCn2cnc3c(OCc4ccccc4)ncnc32)cc1OC,-0.5,.,8,15,-3,0.6,.,-2,2,.,-8
Nc1ncnc2c1ncn2[C@@H]1O[C@H](COS(=O)(=O)O)[C@@H](O)[C@H]1O,1.8,1.6,3,-4,4,0.2,1.1,0,0,42,0
CC1(C)OC(=O)C2(Cc3ccccc3N3CCCCC32)C(=O)O1 (stereo unspecified),2.0,-0.5,-2,0,1,-1.6,2.2,-5,5,-2,-11
O/N=C(\c1ccc(Cl)cc1Cl)c1ncc(C(F)(F)F)cc1Cl,2.8,-1.0,-5,2,1,-1.0,4.2,-12,0,264,-13
COCC(=O)Nc1ccc(S(=O)(=O)Nc2ccccn2)cc1,3.6,0.0,-9,0,-4,0.1,3.6,-2,1,7,-3
CC1(C)C(=O)N(OCc2ccccc2)C(C)(C)C(=O)N1OCc1ccccc1,2.0,3.4,2,2,7,1.0,-0.5,-7,-6,-5,-21

# Assay outcomes from PubChem BioAssay.
